High-throughput results (PubChem)
aSyn rescue = rescues yeast growth from alpha-synuclein toxicity; Yeast expressing alpha-synuclein, growth rescue, BacTiter-Glo, 24 h; Potency, µM (highest dose often 46.1 µM), inactives show at the highest dose growth rescue (activation), hits mostly activators; AID 652106; 0.14% of 370,000 active; note: potency is the fitted concentration of half-maximal effect; % of control where 0% means no effect; nearly all actives have a fitted effect of over 65% in size
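Rescue of yeast growth: cells expressing toxic alpha-synuclein, induced in galactose at OD600 0.02, incubated with compound 24 h at 30 C. ATP luminescence quantified growth; inhibitors of toxicity appear as activators.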
EPAC1 agonist = agonists of human EPAC1; O95398; EPAC1 agonist qHTS, biochemical assay; response scale: 100% = response to 6.5 mM cAMP; Potency, µM (doses to about 154 µM), without a hit: at the top dose activation, usual class: activators; 0.073% of 360,000 active; AID 720707; note: potency is the fitted concentration of half-maximal effect; nearly all actives have a fitted effect of over 60% in size
Target sequence (O95398 whole entry, looked up): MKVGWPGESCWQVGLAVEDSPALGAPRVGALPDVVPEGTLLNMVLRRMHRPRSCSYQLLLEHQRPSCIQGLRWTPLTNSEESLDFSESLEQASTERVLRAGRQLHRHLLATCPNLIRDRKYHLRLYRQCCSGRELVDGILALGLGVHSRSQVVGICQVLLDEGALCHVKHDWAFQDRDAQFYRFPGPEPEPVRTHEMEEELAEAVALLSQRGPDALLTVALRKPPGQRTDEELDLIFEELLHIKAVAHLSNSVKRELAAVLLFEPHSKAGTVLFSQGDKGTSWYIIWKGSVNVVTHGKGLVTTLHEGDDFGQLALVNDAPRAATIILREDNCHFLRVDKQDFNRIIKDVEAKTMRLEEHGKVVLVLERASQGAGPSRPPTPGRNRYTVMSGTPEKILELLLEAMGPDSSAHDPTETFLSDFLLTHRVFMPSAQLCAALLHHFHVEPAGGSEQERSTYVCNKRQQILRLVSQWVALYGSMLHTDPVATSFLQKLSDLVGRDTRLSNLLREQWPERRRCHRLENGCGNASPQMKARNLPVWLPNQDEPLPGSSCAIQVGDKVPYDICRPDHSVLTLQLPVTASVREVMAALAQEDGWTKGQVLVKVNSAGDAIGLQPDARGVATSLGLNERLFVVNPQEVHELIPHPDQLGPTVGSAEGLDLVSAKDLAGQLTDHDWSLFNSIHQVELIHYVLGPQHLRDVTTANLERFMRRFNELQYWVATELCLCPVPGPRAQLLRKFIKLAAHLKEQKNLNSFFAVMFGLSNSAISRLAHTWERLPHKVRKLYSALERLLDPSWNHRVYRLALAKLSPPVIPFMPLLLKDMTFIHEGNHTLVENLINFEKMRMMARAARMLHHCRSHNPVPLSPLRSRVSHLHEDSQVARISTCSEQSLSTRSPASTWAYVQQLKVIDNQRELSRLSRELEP
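EPAC1 100 nM, Rap1B–BODIPY-GDP 250 nM, unlabeled GDP 50 uM; compound titration; 5 min RT; kinetic read ex480/em540 at 5-min intervals ×30 min; data normalized to 6.5 mM cAMP agonist control.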
WRN helicase inh = blocks human WRN helicase; Potency, µM (doses to about 114 µM), for inactives: top-dose activity change, negative = inhibition, usual class: inhibitors; WRN helicase unwinding, fluorescent forked duplex, kinetic; 0.46% of 360,000 active; Q14191; note: potency is the fitted concentration of half-maximal effect; % is set by controls: 0 for no effect and ±100 for the full control effect; nearly all actives have a fitted effect of over 55% in size
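Enzyme (20 nM final) and test compound sit together 15 min at room temperature before substrate addition. Substrate is a single-forked duplex oligonucleotide (100 nM) labelled with fluorophore and quencher, with 2 mM ATP; helicase unwinding raises red fluorescence, read kinetically.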
FUS yeast rescue = FUS proteinopathy suppression in yeast. S. cerevisiae FUS-expressing, growth rescue, OD600, 24 h. Potency, µM (top dose mostly 76.6 µM), for the others: top-dose growth rescue (activation), most hits filed as activators. 0.24% of 390,000 active. AID 1347120;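 note: potency is the fitted concentration of half-maximal effect; plate controls were DMSO vehicle for no effect and reference control for full effect; nearly all actives have a fitted effect of over 55% in size; some results filed as inactive show a strong effect at the top dose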
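Toxicity suppression screen in FUS-yeast. Cells induced with 2% galactose, starting OD 0.005, treated 24hr at 30C with compounds at multiple final concentrations; growth by OD600.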
IL2 activator = activators of IL-2; IL-2 activation reporter assay, cell-based qHTS; stimulated with anti-CD3/CD4/CD28 beads; in transgenic mouse T cells; activation, % (series mostly up to about 46 µM); 0.065% of 360,000 active; AID 652025; in the data active = activation above about 50%; inconclusive = mostly about 30% to 49%; note: 0% is about no effect
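First, unstimulated transgenic mouse T cells were exposed to compound for 60 min. Next, anti-CD3/anti-CD4-coated beads with anti-CD28 were added. Finally, after 18 h at 37 degrees C, EGFP and DsRed were imaged.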
EPAC1 antag = blocks human EPAC1 exchange factor; 0.14% of 360,000 active; Potency, µM (highest dose often 115 µM), without a hit: at the highest dose activity change, negative = inhibition, actives largely listed as inhibitors; EPAC1 GEF assay, Rap1b-BODIPY-GDP exchange fluorescence;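 note: potency is the fitted concentration of half-maximal effect; plate controls were vehicle for no effect and positive control for full effect; nearly all actives have a fitted effect of over 50% in size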
PLK1 PBD inh = blocks phosphopeptide binding to human PLK1 polo-box domain. P53350. Plk1 PBD binding of FITC phosphopeptide, fluorescence polarization. Potency, µM, for inactives: max response, negative = inhibition, most hits filed as inhibitors. 2.8% of 360,000 active; note: potency is the fitted concentration of half-maximal effect; series mostly up to about 57 µM; % is set by controls: 0 for no effect and ±100 for the full control effect; nearly all actives have a fitted effect of over 65% in size
Abeta rescue = compounds reversing amyloid beta toxicity in yeast; Potency, µM (series often up to 46.1 µM), inactives show at the highest dose growth rescue, usual class: activators; 0.063% of 410,000 active; yeast expressing A-beta42, growth rescue, OD600, 48 h; response scale: 0% DMSO, 100% iron-clioquinol control; note: potency is the fitted concentration of half-maximal effect; nearly all actives have a fitted effect of over 55% in size
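Yeast A-beta toxicity model in growth medium with pinned compounds, 48 h at 30 C; growth read as absorbance at 600 nm. Normalized to FeCl3/clioquinol equimolar mix (positive) and DMSO (negative).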
PI5P4Ka inh = inhibitors of human PI5P4K alpha; P48426; PI5P4Kalpha enzyme, ADP-Glo luminescence, 60 min; active compounds read low; max response, %; 1.2% of 330,000 active; active = max response of -50% or lower; inconclusive = between -30% and -50%; inactive = -30% or higher; note: value at the top dose of about 77 µM; % is set by controls: 0 for no effect and ±100 for the full control effect
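Luminescence from ADP-Glo served as readout of PI5P4Kalpha activity in a qHTS format. Reaction: enzyme, substrate, compound, ATP at 5 microM final, 60 min at RT.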
Starred values were filed as active, the others as inactive; ? = inconclusive; . = no result given; & = joins results of further samples; [ ] = another dose, or the depositor's remark. Unless noted, calls come from the whole dose curve; as a rule, active = well fitted curve in the direction sought with a large enough effect; inconclusive = small, poorly fitted or top-dose-only effect, or another doubt; inactive = no such curve, though single readings can be large; an effect the other way counts as inactive or inconclusive.

SMILES | aSyn rescue | EPAC1 agonist | WRN helicase inh | FUS yeast rescue | IL2 activator | EPAC1 antag | PLK1 PBD inh | Abeta rescue | PI5P4Ka inh
CCCOc1cccc(C2/C(=C(/O)c3ccccc3)C(=O)C(=O)N2CCN(C)C)c1 (stereo unspecified) | 0% | -3% | -6% | 29% | -0.5 | -3% | -7% | 10% | -6
O=C(C[C@@H]1C/C=C/CC[C@H](Cc2ccc(F)cc2)C(=O)O[C@H](c2ccccc2)CNC1=O)NCCO | -2% | -5% | 1% | 5% | -0.4 | 3% | -12% | -1% | 2
CC(C)(C)C(=O)Nc1ccc(C(=O)NNC(=O)c2ccccc2)cc1 | -1% | -2% | 5% | 13% | -0.2 | 9% | -18% | -7% | -8
O=C(O)c1ccccc1NS(=O)(=O)c1ccc(NN=Cc2ccc(F)cc2)c([N+](=O)[O-])c1 | -1% | 4% | ? | 15% | -0.2 | 50µM* | 24µM* | 1% | -58*
CC1CN(S(=O)(=O)c2ccc(C(=O)Nc3nc(-c4cc5ccccc5o4)cs3)cc2)CC(C)O1 (stereo unspecified) | 0% | 1% | 5% | 16% | -5.5 | 7% | -3% | 12% | 6
COc1ccccc1NC(=O)c1cc(C)nc2ccccc12 | 1% | 9% | -3% | -21% | -2.1 | -9% | -5% | 7% | 16
O=C(C1=C[C@H](c2coc3ccccc3c2=O)C[C@H](OCCCCO)O1)N1CCN(Cc2ccccc2)CC1 | 0% | 5% | -8% | -1% | -3.7 | -3% | -5% | 0% | 5
O=c1[nH]cnc(CN2CCCCC2)c1O | -5% | -4% | 5% | . | -0.2 | -1% | -3% | 2% | 2
Cc1cc(NC(=O)C2CCCC2)n(-c2nc3ccccc3[nH]2)n1 | 0% | -2% | -10% | 25% | -3.7 | -2% | -2% | 6% | .
C=CC(=O)Nc1ccc(Nc2nc(NC3CCC(N(C)C)CC3)nc3c2ncn3C(C)C)cc1 (stereo unspecified) | -1% | 5% | -17% | -15% | -0.3 | -2% | -5% | 0% | -3

Overlap with the part before: two entries, then new ones.
SMILES | aSyn rescue | EPAC1 agonist | WRN helicase inh | FUS yeast rescue | IL2 activator | EPAC1 antag | PLK1 PBD inh | Abeta rescue | PI5P4Ka inh
Cc1cc(NC(=O)C2CCCC2)n(-c2nc3ccccc3[nH]2)n1 | 0% | -2% | -10% | 25% | -3.7 | -2% | -2% | 6% | .
C=CC(=O)Nc1ccc(Nc2nc(NC3CCC(N(C)C)CC3)nc3c2ncn3C(C)C)cc1 (stereo unspecified) | -1% | 5% | -17% | -15% | -0.3 | -2% | -5% | 0% | -3
Cc1ccc(NC(=O)c2cc(-c3ccccc3O)n[nH]2)cc1C | 4% | -7% | 14% | -2% | -0.1 | 10% | -1% | 6% | -2
CCC(=O)Nc1cccc(-c2nc3ccccc3c(=O)o2)c1 | 7% | 0% | -23% | . | -0.8 | 3% | -4% | 3% | -4
COc1ccc(C=CC(=O)c2ccc3cc(OC)c(OC)cc3c2)cc1OC | 18% | 13% | -4% | ? | -3.2 | -1% | 1% | -11% | 1
CC(=O)Nc1cc2c(cc1NC(=O)c1cnccn1)OCCO2 | 1% | 0% | 0% | 12% | 0.6 | -11% | -6% | -14% | -3
CCC12CC3CC(C1)CC(C(=O)NNC(N)=O)(C3)C2 | 0% | 8% | 4% | 9% | 1.1 | 17% | -1% | 10% | -5
CCN(CC)CCCNC(=O)c1cc(Nc2ccc(OC)cc2OC)nc2ccccc12 | -4% | -5% | 2% | -17% | 0.4 | 14% | -2% | -9% | 1
COCCN(Cc1nc2ccccc2c(=O)[nH]1)C(=O)COc1cccc(C(C)=O)c1 | -4% | 18% | -5% | -1% | -0.6 | -12% | -10% | -18% | 6
Clc1ccc(-n2nnc(-c3cccnc3Cl)n2)cn1 | 9% | -4% | -9% | -2% | -2.9 | -19% | ? | 3% | -2
CN(C(=O)CSc1nc2ccccc2o1)C1CCCCC1 | 2% | -1% | -16% | 6% | -3.4 | 5% | -6% | 4% | 0
COc1ccc(C)cc1CN(C)c1ccc(S(=O)(=O)N2CCN(C)CC2)cn1 | -2% | -4% | 5% | 11% | 0.8 | -3% | 0% | -1% | -4
Cc1cccc(NC(=O)CCS(=O)(=O)c2cccc3nsnc23)c1C | -5% | -4% | 3% | 13%&29% | -2.6 | -7% | ? | -19%&9% | -10
Cc1ccccc1CSc1nnc(NC(=O)C2COc3ccccc3O2)s1 (stereo unspecified) | -16% | 10% | ? | 21% | -0.6 | -2% | -16% | 8% | .
COc1cccc(C(C)NC(=O)C2CCCC2)c1 (stereo unspecified) | 1% | -3% | -7% | -32% | 0.2 | -13% | -7% | 8% | -2
C=CCCN(C1CCCC1)S(=O)(=O)c1ccccc1Br | -3% | -9% | -10% | -27% | -0.1 | -19% | -4% | 0% | 5
O=C(Nc1ccc(SC(F)F)cc1)c1ccc2c(=O)n3c(nc2c1)CCC3 | -6% | -4% | -7% | 14% | -0.5 | -7% | -6% | -3% | 0
CN(C)c1cccc2c(S(=O)(=O)Nc3ccccn3)cccc12 | -8% | -2% | 0%[11.6 µM] | 15% | 0.3 | ? | -2% | 1% | -1
CCc1nnc(NC(=O)CSc2nccn2-c2ccccc2)s1 | -2% | -8% | -29%[57.1 µM] | 6% | 0.2 | -8% | 2% | 13% | -4
Cc1ccc(C2Oc3ccccc3C3=C2C(c2cccs2)n2ncnc2N3)cc1 (stereo unspecified) | -10% | 7% | -19% | 27% | -1.6 | -11% | -2% | 31% | -13
O=[N+]([O-])c1cccc(C(=S)N2CCN(c3ccccc3F)CC2)c1 | 2% | 2% | -5% | -4% | -4.2 | -12% | 9.5µM* | 7% | -1
O=C(OCn1nnc2ccccc2c1=O)c1cc(-c2ccccc2Cl)nc2ccccc12 | 4% | -6% | -5% | 2% | -1.0 | 9% | 1% | -2% | 1
CCc1ccc2c(c1)C(O)(CC(=O)c1cccs1)C(=O)N2 (stereo unspecified) | -7% | 1% | -7% | -8% | 1.0 | -6% | -19% | 6% | -1
COc1cc(C(=O)NCc2nnc(SCC(=O)c3ccccc3)o2)cc(OC)c1OC | -3% | 3% | -3% | 6% | 1.6 | -16% | ? | -12% | 2
O=C(NC(=S)N1CC=CCC1)c1ccccc1 | 24% | -8% | -3% | -5% | -1.2 | -4% | -7% | 0% | 2
Cc1ccc(S(=O)(=O)NCC(=O)NC2CCCC2)cc1 | 5% | -6% | 9% | 0% | -2.7 | 2% | 1% | -2% | .
Cc1cc(C)nc(NC(=O)c2ccc([N+](=O)[O-])o2)n1 | 1% | -2% | -10% | . | 2.6 | 9% | -2% | 3% | -19
COc1ccc(NS(=O)(=O)c2ccc(NC(=O)c3ccc(N(C)S(C)(=O)=O)cc3)cc2)cc1 | 2% | 2% | -4% | -2% | 1.6 | -11% | 5% | -4% | 3
O=c1c(-c2ccccc2)coc2c(CN3CCOCC3)c(O)ccc12 | 8% | 8% | 5% | 2% | 0.1 | 0% | -6% | 8% | 1
CCN(CC)CCN(Cc1cc2cc3c(cc2[nH]c1=O)OCO3)C(=S)NCCOC | 4% | 21% | 9% | 4% | 0.8 | -8% | -7% | 13% | 1
COc1ccc(C2C(C(C)=O)=C(O)C(=O)N2c2cccnc2)c(OC)c1 (stereo unspecified) | -3% | -1% | -15% | 6% | 2.9 | -15% | -4% | 27% | -4
Cc1cccc(C)c1NC(=O)Cn1c(CN2CCCCC2)nc2ccccc2c1=O | 4% | -9% | -2% | -10% | 0.0 | 8% | 4% | 26% | -1

Only IL2 activator (six entries from above):
| Structure | IL2 activator |
| --- | --- |
| COc1ccc(C=CC(=O)c2ccc3cc(OC)c(OC)cc3c2)cc1OC | -3.2 |
| CC(C)(C)C(=O)Nc1ccc(C(=O)NNC(=O)c2ccccc2)cc1 | -0.2 |
| O=C(C[C@@H]1C/C=C/CC[C@H](Cc2ccc(F)cc2)C(=O)O[C@H](c2ccccc2)CNC1=O)NCCO | -0.4 |
| Cc1cc(NC(=O)C2CCCC2)n(-c2nc3ccccc3[nH]2)n1 | -3.7 |
| O=c1c(-c2ccccc2)coc2c(CN3CCOCC3)c(O)ccc12 | 0.1 |
| Cc1ccc(S(=O)(=O)NCC(=O)NC2CCCC2)cc1 | -2.7 |

Other entries.
SMILES | aSyn rescue | EPAC1 agonist | WRN helicase inh | FUS yeast rescue | IL2 activator | EPAC1 antag | PLK1 PBD inh | Abeta rescue | PI5P4Ka inh
COc1ccc(F)cc1C1=CC(=O)C[C@H](c2ccc3c(c2)OCO3)C1 | 1% | 7% | -9% | 13% | -0.2 | -12% | 7% | 17% | 1
COc1cc(NC(=S)NCCCN2CCOCC2)cc(OC)c1OC | 0% | 0% | -3% | 9% | -3.7 | -4% | -11% | -6% | 1
c1ccc(-n2nnnc2-c2cccc3ccccc23)cc1 | 5% | 9% | -16% | . | -3.1 | -5% | 3% | -15% | 0
CC(OC(=O)c1nn(C(C)C)c(=O)c2ccccc12)C(=O)Nc1ncc(Cl)cc1Cl (stereo unspecified) | 0% | -5% | -2% | . | 1.8 | -11% | -2% | -3% | -4
CCCCOc1ccc(C(=O)NCC(=O)NCc2ccncc2)cc1 | 3% | -1% | -7% | . | 5.5 | 3% | 0% | 6% | 3
C[C@H](NC(=O)c1nc[nH]c1C(=O)N[C@@H](Cc1ccccc1)C(=O)OCc1ccccc1)c1ccccc1 | 0% | -3% | -6% | ? | -3.4 | -26% | -6% | -13% | 4
COc1ccccc1N(CN1CCCC1=O)C(=O)COc1ccccc1 | . | 6% | 0% | -2% | -0.1 | 3% | -9% | -14% | 0
CCNS(=O)(=O)c1cccc(C(=O)c2c(C)cc3ccccn23)c1 | 3% | -7% | -5% | 26% | -3.2 | -14% | -2% | 8% | -14
C=CCOc1cccn2c(N(C)C(=O)c3ccc(OC)cc3)c(CC)nc12 | -11% | -7% | 4% | 9% | 0.2 | -17% | -7% | -12% | -24
O=C(CCn1cnc2ccccc2c1=O)Nc1nc2c(s1)CCCC2 | -10% | -9% | -7% | 21% | -1.6 | 2% | -1% | 8% | 3
Nc1nc2c(C(=O)N3CCOCC3)nnn2c2ccccc12 | 0% | 10% | -6% | 12% | -0.7 | -10% | 0% | 7% | 0
